FLuc modulator: qHTS profiling assay for firefly luciferase inhibitor/activator using purifed enzyme and Km concentrations of substrates (counterscreen for miR-21 project). Luciferin 4-monooxygenase (Photinus pyralis), P08659. purified FLuc, Km substrates, luminescence inhibition. Potency, µM (top dose mostly 57.5 µM), inactives show at the highest dose activity change, negative = inhibition, most hits filed as inhibitors. 6.9% of 360,000 active. AID 588342, 2011;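 further: plate controls were vehicle for no effect and reference inhibitor for full effect; nearly all actives have a fitted effect of over 55% in size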
Target sequence (P08659 whole entry, looked up): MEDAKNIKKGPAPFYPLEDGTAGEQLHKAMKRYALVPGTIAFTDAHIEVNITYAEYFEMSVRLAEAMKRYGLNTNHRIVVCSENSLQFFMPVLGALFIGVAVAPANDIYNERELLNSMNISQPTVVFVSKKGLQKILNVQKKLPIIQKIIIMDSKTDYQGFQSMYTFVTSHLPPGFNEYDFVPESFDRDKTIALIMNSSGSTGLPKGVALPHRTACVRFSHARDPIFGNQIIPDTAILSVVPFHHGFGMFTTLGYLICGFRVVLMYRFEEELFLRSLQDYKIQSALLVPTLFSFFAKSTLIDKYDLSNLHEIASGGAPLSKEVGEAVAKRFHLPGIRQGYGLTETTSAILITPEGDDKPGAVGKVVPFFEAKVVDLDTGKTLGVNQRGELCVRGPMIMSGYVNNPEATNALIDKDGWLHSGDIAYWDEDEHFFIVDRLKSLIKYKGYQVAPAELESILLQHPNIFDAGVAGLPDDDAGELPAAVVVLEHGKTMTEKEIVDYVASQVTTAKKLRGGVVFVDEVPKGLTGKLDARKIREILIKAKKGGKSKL
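Purified P. pyralis luciferase (10nM final) with 10uM D-luciferin and 10uM ATP (Km levels) in 50mM Tris acetate pH 7.5, 10mM Mg acetate, 0.01% Tween-20, 0.05% BSA; qHTS 6-point titration, ~60 µM downward; luminescence read.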
BRCA1 expr act: qHTS Assay to Identify Small Molecule Activators of BRCA1 Expression; MCF7-BRCA1-FFLuc reporter, luminescence, 48 h; response scale: scaled: vehicle 0%, 10 µM genistein 100%; Potency, µM (highest dose often 46.1 µM), for inactives: at the highest dose activation, most hits filed as activators; 1.1% of 380,000 active; further: nearly all actives have a fitted effect of over 80% in size; some results filed as inactive show a strong effect at the top dose
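Cells: MCF7-BRCA1-FFLuc, 2000/well. Exposure: 48 h, 37 °C, 5% CO2. Read: luminescence, 15 min post-substrate. Controls: genistein 10 microM (maximal activation), DMSO (neutral).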
ELG1 genotox: qHTS screen for small molecules that induce genotoxicity in human embryonic kidney (HEK293T) cells expressing luciferase-tagged ELG1. Potency, µM (titrated, usually from 46 µM), inactives show at the highest dose activity change, positive = activation, most hits filed as activators. 1.3% of 330,000 active. HEK293T ELG1-luciferase reporter, luminescence, 16 h. AID 504466, 2011; further: % of control where 0% means no effect; nearly all actives have a fitted effect of over 60% in size
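HEK293T cells expressing luciferase-tagged ELG1 were treated with compound or DMSO for 16 hr at 37°C. Luciferase activity was then read after 30 min with ONE-Glo at room temperature; rising signal flags genetic stress.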
Rab9 promoter act: qHTS Assay for Rab9 Promoter Activators; AID 485297, 2010; 2.8% of 320,000 active; Potency, µM (highest dose often 9.22 µM), for inactives: at the highest dose activation, negative = inhibition, most hits filed as activators; Huh7 Rab9 promoter-luciferase reporter, luminescence, 24 h; further: % of control where 0% means no effect; nearly all actives have a fitted effect of over 60% in size
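Quantitative HTS format; Huh7 Rab9-luciferase reporter cells (1500/well) receive compound 2 h post-plating, incubate 24 h at 37 °C, then get luciferase reagent for 10 min before luminescence reading.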
VP16 counter: VP16 counterscreen qHTS for inhibitors of ROR gamma transcriptional activity; Drosophila S2 Gal4-VP16 UAS-luciferase, luminescence, 20 h; 3.5% of 310,000 active; Potency, µM (doses to about 53.6 µM), for the others: at the top dose activity, negative = inhibition, hits mostly inhibitors;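 further: Gal4-VP16 expression switched on by copper sulfate through the metallothionein promoter; on the % scale 0 is the no-effect control and ±100 the full control effect; nearly all actives have a fitted effect of over 50% in size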
NPC1 prom act: qHTS Assay for NPC1 Promoter Activators | Huh7 NPC1 promoter luciferase reporter, 24 h | 2.4% of 320,000 active | Potency, µM (highest dose often 9.22 µM), for the others: at the top dose activation, most hits filed as activators | AID 485313, 2010;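 further: % of control where 0% means no effect; nearly all actives have a fitted effect of over 60% in size; reporter is driven by a mutant NPC1 promoter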
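Cells: Huh7 expressing luciferase under the NPC1 promoter, 1500/well. Seeded 2 h, compound added, incubated 24 h at 37 °C. Luciferase reagent, 10 min ambient, then luminescence.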
p53 reactivator: qHTS assay for re-activators of p53 using a Luc reporter; H1299 p53-A138V BP100-luciferase reporter, luminescence, 24 h; Potency, µM (series often up to 92.2 µM), inactives show at the highest dose activity change, positive = activation, most hits filed as activators; 0.063% of 320,000 active; further: % of control where 0% means no effect; nearly all actives have a fitted effect of over 45% in size
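p53-null H1299 cells stably carrying temperature-sensitive p53-A138V and a BP100-luciferase reporter were pinned with compounds (4-point, 1:5 series) and held 24 hrs at 37 deg C. Luminescence was read 10 min after detection reagent.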
RORg inh: qHTS for inhibitors of ROR gamma transcriptional activity; Drosophila S2 Gal4-RORgamma UAS-luciferase reporter, 20 h; Potency, µM (top dose mostly 53.6 µM), inactives show at the top dose activity change, negative = inhibition, hits mostly inhibitors; 5.4% of 310,000 active; further: on the % scale 0 is the no-effect control and ±100 the full control effect; nearly all actives have a fitted effect of over 60% in size
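Schneider cells (Drosophila), stable Gal4 DBD–ROR gamma + UAS-luc; 1 hr cmpd preincubation; Cu2+ induction 700 uM final; 20 hr ambient; luminescence.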
CXXC DNA block: qHTS Fluorescence Polarization Assay for Inhibitors of MLL CXXC domain - DNA interaction; Potency, µM (top dose mostly 115 µM), for inactives: at the top dose activity change, negative = inhibition, actives largely listed as inhibitors; MLL-CXXC / FITC-HOXA9 DNA fluorescence polarization; 0.037% of 290,000 active; active means well fitted inhibition curve with a large enough effect in the polarisation, with a control signal flat, not every such curve was filed as active; inconclusive means small, poorly fitted or top-dose-only effect, or effect the other way, or a change in a side signal; inactive means no such curve, though single readings can be large or run the other way; the % refers to the polarisation
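Steps: dispense CXXC domain solution (7 uM) → pin compounds or unlabeled HOX-A9 DNA control → 5 min ambient → add FLSN-HOX-A9 solution (50 nM) → spin → 30 min ambient → fluorescence polarization. Tris pH 7.5/NaCl/DTT/BSA buffer.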
uPA generation: qHTS for Inhibitors of Cell Surface uPA Generation | cell surface uPA generation assay, qHTS | Potency, µM (series often up to 38.3 µM), for the others: at the highest dose activity change, negative = inhibition, actives largely listed as inhibitors | 0.31% of 330,000 active; active means well fitted inhibition curve with a large enough effect; inconclusive means small, poorly fitted or top-dose-only effect; inactive means no such curve, though single readings can be large or run the other way; tested in mouse RAW 264.7 cells; further: on the % scale 0 is the no-effect control and ±100 the full control effect; nearly all actives have a fitted effect of over 55% in size
MBNL1 CUG block: qHTS Assay for Inhibitors of MBNL1-poly(CUG) RNA binding; Muscleblind-like protein 1 (Homo sapiens), Q9NR56; TR-FRET MBNL1-His/biotin-(CUG)12 binding, 665/545 ratio; Potency, µM (top dose mostly 57.5 µM), without a hit: at the top dose activity change, negative = inhibition, most hits filed as inhibitors; 0.036% of 280,000 active; AID 2675, 2010; active means well fitted inhibition curve with a large enough effect in the signal ratio, with a control signal flat, not every such curve was filed as active; inconclusive means small, poorly fitted or top-dose-only effect, or effect the other way, or a change in a side signal; inactive means no such curve, though single readings can be large or run the other way; the % refers to the signal ratio; further: on the % scale 0 is the no-effect control and ±100 the full control effect
Target sequence (Q9NR56 whole entry, looked up): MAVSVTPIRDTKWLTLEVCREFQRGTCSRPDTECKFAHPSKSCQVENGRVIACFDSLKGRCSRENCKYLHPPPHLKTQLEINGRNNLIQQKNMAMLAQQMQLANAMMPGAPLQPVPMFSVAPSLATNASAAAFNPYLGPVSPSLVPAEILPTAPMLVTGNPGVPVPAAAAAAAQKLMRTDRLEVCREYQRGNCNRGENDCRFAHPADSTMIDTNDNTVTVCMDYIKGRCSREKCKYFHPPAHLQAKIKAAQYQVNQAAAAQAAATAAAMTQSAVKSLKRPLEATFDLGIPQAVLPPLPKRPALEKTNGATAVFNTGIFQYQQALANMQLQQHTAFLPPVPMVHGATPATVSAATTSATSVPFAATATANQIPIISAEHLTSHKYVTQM
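His-tagged MBNL1 binding to biotinylated (CUG)12 RNA was measured by TR-FRET using terbium anti-His antibody (0.055 ng/ul final) and streptavidin-XL665 (5 nM final). Compounds were titrated 92 nM to 58 uM; 60 min at room temperature.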
* = called active by the depositor; ? = inconclusive; / = no result given; [ ] = another dose, or the depositor's remark. Unless noted, the call rests on the fitted dose curve; in most records, active means well fitted curve in the direction sought with a large enough effect; inconclusive means small, poorly fitted or top-dose-only effect, or another doubt; inactive means no such curve, though single readings can be large; an effect the other way counts as inactive or inconclusive. Potency means the concentration at half of the fitted maximal effect.

cpd	structure	FLuc modulator	BRCA1 expr act	ELG1 genotox	Rab9 promoter act	VP16 counter	NPC1 prom act	p53 reactivator	RORg inh	CXXC DNA block	uPA generation	MBNL1 CUG block
1	COC(=O)C1=C(C(=O)c2ccc(C)cc2)C(c2ccccc2)n2nnnc2N1 (configuration not stated)	-6.0%	14.3%	0.2%	-9.5%	0.3%	-6.8%	-6.5%	17.0%	-9.5%	4.0%	3.6%
2	COc1cccc(-c2cc(C(=O)N3CCN(C(c4ccccc4)c4ccccc4)CC3)no2)c1	1.2%	-52.6%	-8.8%	-4.3%	4.0%	-7.4%	26.7%	14.0%	-5.4%	/	0.7%
3	O=C(COC(=O)c1cc[n+]([O-])cc1)Nc1ccc(F)c([N+](=O)[O-])c1	-0.2%	-7.7%	-2.2%	-0.2%	3.0%	0.9%	-1.2%	24.9%	10.6%	6.9%	?
4	COc1ccccc1CNC(=O)Cn1cccc1C(=O)c1ccccc1C	?	62.9%	11.5%	18.8%	-19.2%	?	?	38.1%	9.8%	7.2%	?
5	COC(=O)c1cc(NC(=O)COC(=O)CN2C(=O)C3CC=CCC3C2=O)cc(C(=O)OC)c1 (configuration not stated)	-1.3%	7.4%	?	-7.9%	/	-4.1%	-2.9%	/	/	0.1%	/
6	CSc1nc2c(c(=O)[nH]1)C(c1ccc(C(F)(F)F)cc1)CC(=O)N2 (configuration not stated)	?	0.1%	1.4%	-4.4%	-9.4%	-4.0%	1.2%	23.1%	6.8%	-0.8%	-4.4%
7	COc1cccc(CCc2nnc(CCC(=O)NC(C)Cc3cccs3)o2)c1 (configuration not stated)	-3.8%	-0.6%	-1.2%	-3.7%	0.1%	-6.1%	-5.0%	5.2%	3.6%	3.5%	-3.6%
8	COc1ccc(CCn2c(=N)c(C(=O)NCc3ccco3)cc3c(=O)n4ccccc4nc32)cc1	-12.1%	0.4%	-2.5%	3.8%	-11.0%	4.9%	0.4%	6.3%	0.9%	?	?
9	CCOc1cccc(NC(=O)CSc2sc3c(O)cc(=O)[nH]c3c2C#N)c1	3.4%	-19.9%	-3.4%	-6.0%	-1.9%	0.3%	12.1%	4.4%	-7.5%	0.2%	?
10	CC12CCC(=O)N1C(C(=O)NNC(=O)COc1ccc(Br)cc1)CS2 (configuration not stated)	-5.5%	-0.5%	-11.4%	-3.5%	/	-0.9%	-0.6%	/	/	0.0%	/
11	CC(C)CNC(=S)NC(=O)c1ccccc1Cl	?	?	12.4%	15.3%	11.2µM*	14.9%	?	5.01µM*	-0.6%	1.7%	-13.6%
12	CN1CCN(S(=O)(=O)c2ccc3c4c(cccc24)C(=O)N3)CC1	8.2%	8.0%	12.8%	-3.9%	-6.5%	1.7%	-4.3%	-0.9%	1.5%	-10.9%	?

(listing goes on)
cpd	structure	FLuc modulator	BRCA1 expr act	ELG1 genotox	Rab9 promoter act	VP16 counter	NPC1 prom act	p53 reactivator	RORg inh	CXXC DNA block	uPA generation	MBNL1 CUG block
13	O=C(CCS(=O)(=O)c1ccc2c(c1)NC(=O)CO2)NCCc1ccccc1	4.2%	4.3%	-0.6%	-1.4%	-1.6%	2.0%	3.4%	17.7%	4.1%	5.7%	-4.2%
14	O=S(=O)(NCCSc1nnnn1-c1ccccc1)c1cccs1	?	52.4%	?	25.6%	8.8%[0.365 µM]	27.9%	12.4%	-0.6%	-0.2%	-0.3%	-9.0%
15	CC(=O)c1c(O)c2ccccc2n(C)c1=O	0.8%	-8.3%	-0.1%	-2.5%	-2.2%	-3.8%	-1.9%	-33.6%	-4.4%	4.4%	-11.7%
16	CN(C)S(=O)(=O)c1cccc(NC(=O)c2cc3c(cc2Cl)N2CCCCCC2=NS3(=O)=O)c1	4.0%	-21.0%	28.7%	-2.3%	-11.2%[10 µM]	0.2%	-1.7%	?	8.7%	-0.8%	1.0%
17	COc1cc(/C=N/NC(=O)Nc2cccc3nsnc23)cc(OC)c1OC	-17.3%	0.0%	-0.1%	7.0%	3.8%	1.5%	-4.6%	?	0.1%	-1.1%	?
18	COc1ccc(C(C)(C)C)cc1NC(=O)c1cc(S(=O)(=O)N(C)C)ccc1N1CCCC1	1.2%	-55.8%	-1.2%	-7.2%	-1.3%	-5.8%	1.5%	-28.0%	?	?	/
19	CC(=O)Nc1ccc(SCCN2CC[C@@H](C)CCC2=O)cc1	-0.3%	13.8%	6.7%	-2.2%	/	4.1%	-4.5%	/	/	2.6%	/
20	COC(=O)CCCC1=CC2=C(c3ccccc3)C(=O)C(C)(OC(=O)C3CCCC3)C(=O)C2=CN1C(CO)CO (configuration not stated)	-2.6%	2.6%	1.3%	-0.9%	3.5%	-3.8%	3.5%	-26.4%	14.6%	-2.0%	29.4%
21	O=C(NCC(c1ccco1)N1CCCCC1)c1ccc(S(=O)(=O)Nc2ccccc2)cc1 (configuration not stated)	4.2%	-17.5%	0.4%	-1.2%	/	-1.0%	8.2%	/	/	-1.1%	/
22	Cc1ccc(/C=N/NC(=S)Nc2cccc(S(=O)(=O)N(C)C)c2)o1	?	-38.7%	-18.4%	-12.9%	15.8µM*	-20.9%	1.3%	1.26µM*	5.7%	?	18.2%
23	CCOC(=O)C1C(C(=O)OC)=C(C2=CCCCC2)c2ccccc2N1S(=O)(=O)C(F)(F)F (configuration not stated)	/	4.8%	-6.9%	/	-9.1%	/	-6.5%	27.0%	/	12.4%	/
24	Cc1c(N2C(=O)/C(=C\c3cccc4ccccc34)SC2=S)c(=O)n(-c2ccccc2)n1C	?	-0.8%	-14.7%	-2.4%	4.2%[0.365 µM]	-3.0%	-1.2%	?	15.9%	3.1%	-4.2%

The list goes on.
cpd	structure	FLuc modulator	BRCA1 expr act	ELG1 genotox	Rab9 promoter act	VP16 counter	NPC1 prom act	p53 reactivator	RORg inh	CXXC DNA block	uPA generation	MBNL1 CUG block
25	O=S(=O)(c1cc(Cl)ccc1Cl)N1CCCC1	0.9%	-8.7%	-1.9%	-2.3%	?	-2.5%	2.1%	34.7%	4.2%	4.4%	-12.9%
26	CCOC(=O)CN1C(=N)N(c2nc(NC(C)C)nc(NC(C)C)n2)CC1=O	-0.9%	4.0%	1.2%	2.4%	-7.4%	-4.1%	-4.0%	-5.8%	-3.3%	-6.2%	-6.8%
27	CC(CC(=O)O)CC(=O)NNC(=O)c1cccc(Br)c1 (configuration not stated)	0.0%	-2.6%	1.5%	-5.6%	-2.1%	-1.4%	-0.2%	-2.7%	8.8%	0.0%	-5.6%
28	Cc1ccc(S(=O)(=O)N2CCOCC2)cc1C(=O)NC1CCSc2ccccc21 (configuration not stated)	0.1%	1.2%	-2.3%	1.2%	-0.2%	-0.5%	5.2%	-23.3%	-15.7%	3.3%	-6.3%
29	Cc1ccc(OCCSc2nnc(C)c(=O)n2N)cc1	-3.1%	0.6%	6.7%	1.1%	1.5%	-1.1%	-1.8%	24.7%	-8.7%	-0.2%	-4.8%
30	O=C(c1cc(-c2ccco2)on1)N1CCc2ccccc2C1	?	-23.8%	5.2%	0.0%	-9.7%	5.0%	?	32.3%	25.5%	/	1.6%
31	COc1ccc(NC(=O)COc2ccc(/C=N/O)cc2OC)cc1	21.3µM*	37.0%	?	?	?	?	5.8%	?	4.9%	-5.0%	-5.6%
32	COc1ccc(C(=O)NCCCNC(=O)c2ccco2)cc1OC	2.1%	29.3%	-0.2%	0.5%	3.9%	-2.5%	0.5%	3.7%	0.6%	-6.9%	-3.1%
33	Cc1cc(OCC(=O)Nc2cnn(CCCC(=O)O)c2)ccc1[N+](=O)[O-]	-7.2%	8.4%	0.3%	11.8%	6.5%	-4.2%	-0.5%	16.1%	3.7%	2.6%	2.6%
34	CN(CC(=O)Nc1ccccc1C(=O)NC1CC1)Cc1ccc(Cl)cc1	4.8%	7.8%	-0.1%	-5.9%	/	-2.4%	-5.2%	/	/	?	/
35	CC(/C=C/c1ccco1)=N\NC(=O)COc1ccc(C)c(C)c1	?	-5.6%	18.4%	0.3%	8.91µM*	-0.1%	0.4%	?	8.4%	2.6%	-1.9%
36	CCN(CC)S(=O)(=O)c1ccc(S(=O)(=O)Nc2ccc3c(c2)oc2ccccc23)cc1	2.3%	-29.1%	-2.0%	-8.2%	3.3%	-0.6%	-2.4%	20.7%	0.8%	1.9%	0.5%

Source: PubChem (National Center for Advancing Translational Sciences (NCATS))

Some of the compounds tested; the hit share may differ from the screen's.
